Fibroblast inh – blocks proliferation of human lung fibroblasts; LL 47 human lung fibroblast viability, ATP luminescence; hits give low values; 85,000 compounds, 1.1% hits; viability, % at 10 µM;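 active = viability at or below 50% in the single dose screen; inactive = viability above 50%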;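 note: compound exposure lasted 72 h before the ATP readout; 100% = median luminescence of untreated cell-only wells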
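Signal: luminescent ATP detection, CellTiter-Glo; assay system: LL 47 human lung fibroblasts; input: 1,150 cells/well; incubation: overnight cell rest, 72 h compound treatment at 37 °C; measure: % viability versus median cells-only luminescence; medium: IMEM growth medium with 15% fetal bovine serum; dosing: compound addition at 0.1% DMSO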
CYP2C19 inhib – human CYP2C19 inhibition. CYP2C19 Supersomes, luciferin-H EGE luminescence, 30 min. inhibition, % at 5 µM. 96,000 compounds, 21% hits;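 active = CYP2C19 inhibition above a set limit at 5 µM in the primary screen, cut at about 50% in these data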;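 note: plate controls were negative control wells for no effect and 2.5 mM tranylcypromine positive control for full effect; values of inactives mirror those of a sister screen read the other way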
Target sequence (P33261 whole entry, looked up): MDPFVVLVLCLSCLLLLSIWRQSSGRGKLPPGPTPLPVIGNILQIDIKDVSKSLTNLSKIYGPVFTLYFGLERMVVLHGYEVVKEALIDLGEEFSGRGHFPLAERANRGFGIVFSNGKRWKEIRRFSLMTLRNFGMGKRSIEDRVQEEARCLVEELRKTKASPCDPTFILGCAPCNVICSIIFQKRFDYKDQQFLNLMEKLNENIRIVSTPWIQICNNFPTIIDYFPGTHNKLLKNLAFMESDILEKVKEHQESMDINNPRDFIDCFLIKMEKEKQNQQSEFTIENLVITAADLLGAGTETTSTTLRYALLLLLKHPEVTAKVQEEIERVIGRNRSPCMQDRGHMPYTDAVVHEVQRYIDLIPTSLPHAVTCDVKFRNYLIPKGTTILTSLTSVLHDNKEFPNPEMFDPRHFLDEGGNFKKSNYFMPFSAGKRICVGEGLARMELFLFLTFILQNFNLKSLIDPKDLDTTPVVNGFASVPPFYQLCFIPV
Mac1 fbg inh – CD11b/CD18-fibrinogen binding inhibition | P05107+P11215 | K562 CD11b/CD18 adhesion to fibrinogen, ATPlite luminescence; Mn2+ added to activate the integrin | inhibition, % at 10 µM | 93,000 compounds, 0.54% hits | AID 1497;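 active = primary inhibition of 50% or more at 10 µM, then 40% or more on retest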; note: some results filed as inactive read as strong as hits
ERa SRC1 inh – ER-alpha (human) coactivator binding inhibition | P03372 | TR-FRET ER-alpha LBD / SRC-1 peptide, estradiol-bound | inhibition, % at 25.6 µM | 86,000 compounds, 1.7% hits; in the data active = inhibition above about 50%;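 note: 0% = receptor plus peptide control and 100% = peptide only without receptor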
Target sequence (P03372 whole entry, looked up, the tested form may be a part): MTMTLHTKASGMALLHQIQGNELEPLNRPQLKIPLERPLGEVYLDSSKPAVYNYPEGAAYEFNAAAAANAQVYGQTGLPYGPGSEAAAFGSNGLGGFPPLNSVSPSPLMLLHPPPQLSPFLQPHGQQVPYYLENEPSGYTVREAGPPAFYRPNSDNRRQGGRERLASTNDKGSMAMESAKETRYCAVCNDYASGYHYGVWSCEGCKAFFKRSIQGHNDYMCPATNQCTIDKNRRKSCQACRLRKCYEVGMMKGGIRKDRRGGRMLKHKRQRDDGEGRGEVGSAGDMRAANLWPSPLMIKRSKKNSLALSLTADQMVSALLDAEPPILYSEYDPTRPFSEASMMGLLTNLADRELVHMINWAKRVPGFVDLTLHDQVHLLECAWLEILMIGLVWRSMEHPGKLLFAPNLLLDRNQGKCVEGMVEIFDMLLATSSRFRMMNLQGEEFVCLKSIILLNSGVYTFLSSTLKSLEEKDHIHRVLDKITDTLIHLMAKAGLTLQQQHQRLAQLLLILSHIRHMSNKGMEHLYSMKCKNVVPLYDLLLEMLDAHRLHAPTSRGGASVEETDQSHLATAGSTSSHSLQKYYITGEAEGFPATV
ERa coact pot – enhances coactivator binding to human estrogen receptor alpha | coactivator binding (% of control), % at 25.6 µM | AID 639 | TR-FRET ERalpha-LBD/SRC-Cy5 coactivator binding, 2 h; 100 = basal binding, no effect | P03372 | 86,000 compounds, 1.3% hits; in the data active = activity above about 200%;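 note: binding measured in presence of low estradiol as agonist stimulus; 0% = peptide alone without receptor and 100% = receptor with peptide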
CYP2C19 act – activators of human cytochrome P450 2C19; P33261; recombinant CYP2C19, luciferin-H EGE luminescence; hits give high values; 0 = fully inhibited enzyme, 1 = untreated enzyme; activation factor at 5 µM; 96,000 tested, under 10 active; AID 1025;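 active = activation factor of at least 2 at 5 µM in the primary screen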;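 note: 0 = wells with 2.5 mM tranylcypromine and 1 = vehicle-only wells; values of inactives mirror those of a sister screen read the other way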
Mac1 fbg enh – increases human CD11b/CD18 adhesion to fibrinogen; 93,000 compounds, 0.07% hits; K562 CD11b/CD18 adhesion to fibrinogen, ATPlite luminescence; P05107+P11215; activation, % at 10 µM; AID 1499;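 active = 10 µM primary screen giving 50% or more activity, confirmed by 40% or more on retest at that dose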; note: strong numbers were not always called active
HUVEC inhibit – blocks proliferation of human endothelial cells | HUVEC proliferation, CellTiter-Glo luminescence, 72 h; hits give low values | viability, % at 10 µM (by protocol) | 86,000 compounds, 1.1% hits | AID 648;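 active = viability at or below 30%; inactive = viability above 30%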;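 note: 100% = median luminescence of DMSO-only cell control wells on each plate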
H69AR inhibit – blocks growth of human H69AR lung tumor cells. AID 598. H69AR lung tumor viability, ATP luminescence, 72 h; hits give low values. 85,000 compounds, 6% hits. viability, % at 10 µM;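 active = viability at or below 40%; inactive = viability above 40%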;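 note: multidrug resistant small cell line overexpressing MRP-1 efflux transporter; 100% = mean luminescence of untreated control wells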
Numbers without * were called inactive; . = not tested or not shown; [ ] = dose if it differs, or a comment.

SMILES | Fibroblast inh | CYP2C19 inhib | Mac1 fbg inh | ERa SRC1 inh | ERa coact pot | CYP2C19 act | Mac1 fbg enh | HUVEC inhibit | H69AR inhibit
COc1ccc(Br)cc1CNC(=O)C1CCC(=O)N1C(C)C (stereo not drawn) | 105 | . | . | 0 | 96 | . | . | 100 | 102
CCOC(=O)c1cnc(Nc2nc3ccccc3o2)nc1CN1CCN(c2ccccc2)CC1 | 94 | . | . | -7 | 98 | . | . | 96 | 77
COc1ccc(-c2cc(C(F)(F)F)nc(NCc3ccco3)n2)cc1OC | 89 | -1 | . | 1 | 107 | 1 | . | 101 | 84
CCOc1ccc(-c2nnc(SCC(=O)N3CCOCC3)o2)cc1 | 99 | 24 | -12 | 6 | 77 | 0.8 | -4 | 102 | 76
O=C(OCC#CCSc1nnc(-c2ccccc2)o1)c1cccs1 | 97 | 36 | -5 | -6 | 98 | 0.6 | -1 | 87 | 87
Cc1nnc2sc(-c3ccc(-c4ccc(Cl)c(C(F)(F)F)c4)o3)nn12 | 96 | 23 | -13 | 21 | 84[fluorescence artefact?] | 0.8 | -2 | 96 | 84
CCN1CCCC1CNC(=O)CCNC(=O)c1cc(OC)c(OC)c(OC)c1 (stereo not drawn) | 95 | -4 | 10 | -2 | 122 | 1 | -3 | 92 | 97
CC1CC(c2ccccc2)n2nc(NC(=O)CCc3ccccc3)nc2N1 (stereo not drawn) | 88 | 8 | -15 | 2 | 103 | 0.9 | 0 | 98 | 95
CCN1CCc2nc(NC(=O)c3ccc4c(c3)OCCO4)sc2C1 | 97 | 18 | . | 51*[fluorescence artefact?] | 94 | 0.8 | . | 88 | 92
Cc1ccc(C(=O)COC(=O)c2n[nH]c(=O)c3ccccc23)cc1 | . | 26 | -7 | . | . | 0.7 | -4 | . | .
Cc1cc(C)n2nc(SCc3ncc(-c4ccccc4)o3)nc2n1 | 102 | 86* | -18 | -5 | 91 | 0.1 | 0 | 99 | 85
O=C(Nc1nc2ccccc2s1)c1ccc(Cl)s1 | 105 | 4 | 18 | 12 | 128 | 1 | 15 | 98 | 79
CC(=O)N1CCc2cc(S(=O)(=O)Nc3ccccc3N3CCN(C)CC3)ccc21 | 96 | -2 | -15 | 1 | 120 | 1 | 1 | 95 | 98
CCOC(=O)c1oc2ccccc2c1NC(=O)c1cccs1 | 99 | 6 | . | 2 | 120[fluorescence artefact?] | 0.9 | . | 101 | 86
O=C(CCn1c(=S)oc2ccccc21)Nc1ccc2c(c1)OCCO2 | . | 18 | -6 | 2 | 100 | 0.8 | 4 | 89 | 95

In the list so far, these have an aryl methoxy group:
SMILES | Fibroblast inh | CYP2C19 inhib | Mac1 fbg inh | ERa SRC1 inh | ERa coact pot | CYP2C19 act | Mac1 fbg enh | HUVEC inhibit | H69AR inhibit
COc1ccc(Br)cc1CNC(=O)C1CCC(=O)N1C(C)C (stereo not drawn) | 105 | . | . | 0 | 96 | . | . | 100 | 102
COc1ccc(-c2cc(C(F)(F)F)nc(NCc3ccco3)n2)cc1OC | 89 | -1 | . | 1 | 107 | 1 | . | 101 | 84
CCN1CCCC1CNC(=O)CCNC(=O)c1cc(OC)c(OC)c(OC)c1 (stereo not drawn) | 95 | -4 | 10 | -2 | 122 | 1 | -3 | 92 | 97

In the list so far, these contain fluorine:
SMILES | Fibroblast inh | CYP2C19 inhib | Mac1 fbg inh | ERa SRC1 inh | ERa coact pot | CYP2C19 act | Mac1 fbg enh | HUVEC inhibit | H69AR inhibit
COc1ccc(-c2cc(C(F)(F)F)nc(NCc3ccco3)n2)cc1OC | 89 | -1 | . | 1 | 107 | 1 | . | 101 | 84
Cc1nnc2sc(-c3ccc(-c4ccc(Cl)c(C(F)(F)F)c4)o3)nn12 | 96 | 23 | -13 | 21 | 84[fluorescence artefact?] | 0.8 | -2 | 96 | 84

Back to the main list, repeating the five entries before the break.
SMILES | Fibroblast inh | CYP2C19 inhib | Mac1 fbg inh | ERa SRC1 inh | ERa coact pot | CYP2C19 act | Mac1 fbg enh | HUVEC inhibit | H69AR inhibit
Cc1cc(C)n2nc(SCc3ncc(-c4ccccc4)o3)nc2n1 | 102 | 86* | -18 | -5 | 91 | 0.1 | 0 | 99 | 85
O=C(Nc1nc2ccccc2s1)c1ccc(Cl)s1 | 105 | 4 | 18 | 12 | 128 | 1 | 15 | 98 | 79
CC(=O)N1CCc2cc(S(=O)(=O)Nc3ccccc3N3CCN(C)CC3)ccc21 | 96 | -2 | -15 | 1 | 120 | 1 | 1 | 95 | 98
CCOC(=O)c1oc2ccccc2c1NC(=O)c1cccs1 | 99 | 6 | . | 2 | 120[fluorescence artefact?] | 0.9 | . | 101 | 86
O=C(CCn1c(=S)oc2ccccc21)Nc1ccc2c(c1)OCCO2 | . | 18 | -6 | 2 | 100 | 0.8 | 4 | 89 | 95
O=C(Cn1cccc1C(=O)c1ccccc1)NCc1ccccn1 | 99 | 3 | . | 2 | 111 | 1 | . | 92 | 95
CC(CSc1nc2ccccc2s1)Cn1c(N2CCCC2)nc2c1c(=O)[nH]c(=O)n2C (stereo not drawn) | . | 4 | -3 | . | . | 1 | 5 | . | .
O=C(CCn1c(=O)oc2ccccc21)N(Cc1ccccc1)c1ccccn1 | 101 | . | . | -23 | 96 | . | . | 94 | 85
O=C(c1cc2nc(-c3ccccc3)cc(-c3ccccc3)n2n1)N1CCN(C(=O)c2ccco2)CC1 | 89 | 38 | -25 | 2 | 117 | 0.6 | 3 | 71 | 25*
Cn1c(SCc2c(F)cccc2Cl)nnc1-c1cnccn1 | 103 | 26 | 2 | 14 | 100 | 0.7 | -4 | 109 | 94
CCOc1cc(S(=O)(=O)N2CCCCCC2)ccc1F | 80 | 87* | -27 | 0 | 96 | 0.1 | 0 | 84 | 80
O=C(OC(C(=O)NC1CCCC1)c1ccccn1)c1cccs1 (stereo not drawn) | 106 | 6 | . | -8 | 94 | 0.9 | . | 95 | 91
CCC(C)(C)n1nnnc1CN(Cc1ccc(Cl)cc1)Cc1ccco1 | 87 | 97* | -21 | -12 | 101 | 0 | 6 | 86 | 70
COc1cc(OC)cc(C(=O)Nc2ccccc2N2CCOCC2)c1 | 96 | 40 | -19 | -3 | 103 | 0.6 | -2 | 104 | 61
CCN(CC)S(=O)(=O)c1cc(C(=O)NC2=NCCS2)ccc1Cl | 94 | 19 | -1 | 11 | 116[fluorescence artefact?] | 0.8 | -2 | 89 | 54
c1ccc(-c2nnc3n2NC(c2ccc4c(c2)OCO4)S3)cc1 (stereo not drawn) | . | 29 | -13 | . | . | 0.7 | 4 | . | .
CCCCC(CC)C(=O)NCCCN1CCN(CCCNC(=O)C(CC)CCCC)CC1 (stereo not drawn) | 91 | 4 | -2 | -11 | 122 | 1 | 3 | 78 | 101
N/C(=N\OC(=O)c1ccc(Cl)c(Cl)c1)c1cccnc1 | . | 20 | -2 | . | . | 0.8 | -1 | . | .
CC1Cc2ccccc2N1C(=O)CSc1nnnn1C1CCCC1 (stereo not drawn) | 97 | 26 | . | -4 | 109 | 0.7 | . | 117 | 84
CC1(C)C2CCC1(C)C(OC(=O)CSc1nc(N)cc(=O)[nH]1)C2 (stereo not drawn) | 90 | 22 | -8 | 5 | 98 | 0.8 | -4 | 99 | 97
CC(C)(C)N1NC(=O)Nc2ccccc2C1=O | 103 | 1 | -11 | -11 | 101 | 1 | -6 | 110 | 99
CCn1c(=S)[nH]c2nc3c(cc2c1=O)CCCC3 | 97 | 2 | . | 2 | 104 | 1 | . | 110 | 71
O=C(Nc1nccs1)c1cc(S(=O)(=O)N2CCCCC2)ccc1Cl | 99 | 2 | -3 | 8 | 108 | 1 | -3 | 107 | 92
Cc1nc(Cl)sc1C(=O)O | 94 | 5 | -23 | 5 | 118 | 0.9 | 5 | 82 | 112
CCC(C)NC(=O)c1cc(-c2ccccc2O)on1 (stereo not drawn) | 110 | 21 | -7 | 18 | 109 | 0.8 | -5 | 108 | 99
CCn1c(SCc2cccc(C(F)(F)F)c2)nnc1-c1ccco1 | 98 | . | . | -5 | 127 | . | . | 107 | 96
CCS(=O)(=O)N1CCC(C(=O)NCc2cccnc2)CC1 | 98 | 0 | . | -19 | 115 | 1 | . | 95 | 94
CC(=O)c1cccc(S(=O)(=O)N(Cc2cc3cc4c(cc3[nH]c2=O)OCCO4)CC2CCCO2)c1 (stereo not drawn) | 93 | 27 | 5 | 19 | 88 | 0.7 | -4 | 100 | 76
Cc1cc(Oc2ccccc2)nc(SCC(N)=O)n1 | 103 | 26 | -20 | -4 | 105 | 0.7 | 1 | 88 | 85
CCOC(=O)N1CC=C2C(C#N)=C(N)C(C#N)(C#N)[C@H](c3ccc(OCC)c(OCC)c3)[C@H]2C1 | 79 | 16 | -18 | 12 | 120 | 0.8 | 5 | 60 | 26*
COC(=O)C1=CN(C(C)C)C=C(C(=O)OC)C1c1cccc(OC)c1 | 89 | 43 | -7 | 2[fluorescence artefact?] | 108 | 0.6 | 4 | 100 | 54
N#CCCCN1C(=O)C(O)(CC(=O)c2ccc3c(c2)OCCO3)c2ccccc21 (stereo not drawn) | 103 | 20 | -4 | -28 | 104 | 0.8 | -3 | 94 | 92
CC1=C(C(=O)OCC2CCCO2)C(c2ccccc2Cl)NC(=O)N1 (stereo not drawn) | 94 | . | . | -1 | 104 | . | . | 89 | 87
CCOC(=O)c1c(C)[nH]c(C)c1C(=O)COC(=O)c1ccc(Cl)c(S(N)(=O)=O)c1 | 100 | 92* | 4 | 10 | 99 | 0.1 | -2 | 97 | 81
Cc1nn2c(-c3ccccc3)nnc2c2ccccc12 | 98 | 8 | -6 | -6 | 102 | 0.9 | -2 | 63 | 39*
COc1cc2c(cc1NCc1ccc3c(c1)OCO3)oc1ccccc12 | 104 | . | . | 0 | 127[fluorescence artefact?] | . | . | 88 | 100
CC(C)CCN1CC(C(=O)NC(C)C)CC1=O (stereo not drawn) | 98 | -20 | -9 | 8 | 127 | 1.2 | -3 | 110 | 88
CCOC(=O)CSc1nnc(CSc2nc3sc4c(c3c(=O)[nH]2)CCC4)n1C | 102 | 6 | 4 | -1 | 111 | 0.9 | -3 | 99 | 99
CCCS(=O)(=O)N1CCCC(C(=O)NCc2ccco2)C1 (stereo not drawn) | 94 | -11 | -3 | 18 | 67 | 1.1 | 3 | 98 | 93
Cn1c(SCC(=O)c2ccc(F)cc2)nnc1-c1ccccc1N | 95 | 75* | 17 | -4 | 109[fluorescence artefact?] | 0.2 | -2 | 107 | 96
Clc1ncnc2c1oc1ccccc12 | . | -1 | -5 | . | . | 1 | -4 | . | .
CCOCCCNC(=O)C1CCN(c2cc(C)nc3c(-c4ccc(OC)c(OC)c4)c(C)nn23)CC1 | 106 | -7 | 9 | -10[fluorescence artefact?] | 117 | 1.1 | -1 | 106 | 33*
CCCNC(=O)CSc1nnc(-c2ccco2)n1C | 103 | 5 | 0 | -4[fluorescence artefact?] | 112 | 1 | -2 | 104 | 102
O=C1CC(N2CCN(C3CC(=O)N(CCc4ccccc4)C3=O)CC2)C(=O)N1CCc1ccccc1 (stereo not drawn) | 98 | 16 | -25 | 0 | 127 | 0.8 | -2 | 103 | 94

Given with values under each structure: entries from further up.
Below each compound – Fibroblast inh | CYP2C19 inhib | Mac1 fbg inh | ERa SRC1 inh | ERa coact pot | CYP2C19 act | Mac1 fbg enh | HUVEC inhibit | H69AR inhibit
> CCCS(=O)(=O)N1CCCC(C(=O)NCc2ccco2)C1 (stereo not drawn)
 : 94 | -11 | -3 | 18 | 67 | 1.1 | 3 | 98 | 93
> CCCNC(=O)CSc1nnc(-c2ccco2)n1C
 : 103 | 5 | 0 | -4[fluorescence artefact?] | 112 | 1 | -2 | 104 | 102

Hits appear at their usual frequency; any-hit rate near 26%.
